HEK293 tox = qHTS of GLP-1 Receptor Inverse Agonists: Cytotox Screen; HEK293 cAMP-luciferase reporter cells, luminescence, 24 h; AID 624418, 2012; Potency, µM (series often up to 38.3 µM), without a hit: at the highest dose activity change, negative = inhibition, actives largely listed as inhibitors; actives 0.13% (n = 410,000);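 note: loss of luciferase light is scored as toxicity; potency is the fitted concentration of half-maximal effect; % is set by controls: 0 for no effect and ±100 for the full control effect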
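To flag toxic compounds, the library was rerun on cells for 24 hr at 37 deg C and 5% CO2. Viability-linked luminescence was captured 12 min after adding luciferase detection reagent.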
WRN inhibitor = qHTS for Inhibitors of WRN Helicase | Bifunctional 3'-5' exonuclease/ATP-dependent helicase WRN (Homo sapiens), Q14191 | WRN helicase unwinding, fluorescent forked duplex, kinetic | Potency, µM (titrated, usually from 114 µM), for the others: at the top dose activity change, negative = inhibition, hits mostly inhibitors | actives 0.46% (n = 360,000); note: potency is the fitted concentration of half-maximal effect; % is set by controls: 0 for no effect and ±100 for the full control effect; nearly all actives have a fitted effect of over 55% in size
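Screening of the MLSMR collection measured strand separation of a quenched forked DNA duplex (100 nM) by 20 nM WRN with 2 mM ATP, all final. Compounds were preincubated with enzyme 15 min at room temperature.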
IL-2 act = qHTS of IL-2 Activators; actives 0.065% (n = 360,000); activation, % (series mostly up to about 46 µM); IL-2 activation reporter assay, cell-based qHTS; stimulated with anti-CD3/CD4/CD28 beads; in transgenic mouse T cells; in the data active = activation above about 50%; inconclusive = mostly about 30% to 49%; note: 0% is about no effect
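Readout is EGFP and DsRed signal by fluorescent plate cytometry after 18 h at 37 degrees C. Transgenic mouse T cells (750/well) received compound for 60 min before bead stimulation (anti-CD3, anti-CD4, anti-CD28); memory T cells served as non-tolerant control.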
PI5P4K alpha inh = qHTS for Inhibitors of phosphatidylinositol 5-phosphate 4-kinase (PI5P4K); max response, %; PI5P4Kalpha enzyme, ADP-Glo luminescence, 60 min; stronger effect = lower value; Phosphatidylinositol 5-phosphate 4-kinase type-2 alpha (Homo sapiens), P48426; actives 1.2% (n = 330,000); AID 652105, 2013; active = max response of -50% or lower; inconclusive = between -30% and -50%; inactive = -30% or higher; note: value at the top dose of about 77 µM; % is set by controls: 0 for no effect and ±100 for the full control effect
Target sequence (P48426 whole entry, looked up): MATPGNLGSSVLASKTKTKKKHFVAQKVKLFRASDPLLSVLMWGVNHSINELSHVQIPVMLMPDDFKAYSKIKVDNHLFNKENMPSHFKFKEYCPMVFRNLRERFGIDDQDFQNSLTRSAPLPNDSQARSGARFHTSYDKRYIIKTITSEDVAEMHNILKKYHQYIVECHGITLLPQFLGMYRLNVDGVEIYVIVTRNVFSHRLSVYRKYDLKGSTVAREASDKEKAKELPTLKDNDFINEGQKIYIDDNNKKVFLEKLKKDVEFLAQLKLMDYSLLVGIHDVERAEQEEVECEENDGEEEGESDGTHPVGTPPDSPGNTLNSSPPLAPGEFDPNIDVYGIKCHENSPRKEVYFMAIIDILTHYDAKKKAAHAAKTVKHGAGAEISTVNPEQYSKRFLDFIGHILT
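Reactions run in 0.038 M HEPES pH 7.4, 0.28 mM EGTA, 0.1% CHAPS and 5% DMSO, with PI5P4Kalpha, substrate, compound and 5 microM ATP final, one hour at room temperature. Readout is ADP-Glo luminescence.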
GLP-1R inv ag = qHTS of GLP-1 Receptor Inverse Agonists (Inhibition Mode); Glucagon-like peptide 1 receptor (Homo sapiens), P43220; HEK293 GLP-1R CRE-luciferase, luminescence, 24 h; GLP-1R form is constitutively active; Potency, µM (series often up to 38.3 µM), for inactives: top-dose activity change, negative = inhibition, hits mostly inhibitors; actives 1.6% (n = 410,000); note: potency is the fitted concentration of half-maximal effect; % is set by controls: 0 for no effect and ±100 for the full control effect; nearly all actives have a fitted effect of over 55% in size
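Readout was luciferase luminescence, measured 12 min after detection reagent at room temperature. Beforehand, GLP-1R reporter HEK293 cells had sat 12 h, then received compounds for 24 hr at 37 deg C.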
GLP1R ag = qHTS of GLP-1 Receptor Agonists; HEK293 GLP-1R CRE-luciferase, luminescence, 4-6 h; cells express a hypersensitive GLP-1R form; actives 0.007% (n = 380,000); AID 624172, 2012; Potency, µM (titrated, usually from 45.6 µM), for inactives: at the top dose activation, actives largely listed as activators; Glucagon-like peptide 1 receptor (Homo sapiens), P43220; note: potency is the fitted concentration of half-maximal effect; % of control where 0% means no effect
D3 ag = qHTS of D3 Dopamine Receptor Agonist: qHTS; D(3) dopamine receptor (Homo sapiens), P35462; D3R DiscoveRx beta-arrestin cells, luminescence, 90 min; max activation, %; actives 0.58% (n = 410,000); AID 652048, 2013; in the data active = max activation above about 30%; note: 0% is about no effect; mostly tested at two doses, the higher about 12 µM
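Agonist-mode cell screen: cells plated at 1500/well and incubated overnight at 37 °C, then exposed to library compounds for 90 min at 37 °C. Detection reagent was added for 30–60 min at room temperature, and luminescence was read.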
PLK1 PBD inh = qHTS for Inhibitors of PLK1-PDB (polo-like kinase 1 - polo-box domain): Primary Screen; Serine/threonine-protein kinase PLK1 (Homo sapiens), P53350; Plk1 PBD binding of FITC phosphopeptide, fluorescence polarization; Potency, µM, for inactives: max response, negative = inhibition, actives largely listed as inhibitors; actives 2.8% (n = 360,000); AID 720504, 2013; note: potency is the fitted concentration of half-maximal effect; series mostly up to about 57 µM; % is set by controls: 0 for no effect and ±100 for the full control effect; nearly all actives have a fitted effect of over 65% in size
Target sequence (P53350 whole entry, looked up, the tested form may be a part): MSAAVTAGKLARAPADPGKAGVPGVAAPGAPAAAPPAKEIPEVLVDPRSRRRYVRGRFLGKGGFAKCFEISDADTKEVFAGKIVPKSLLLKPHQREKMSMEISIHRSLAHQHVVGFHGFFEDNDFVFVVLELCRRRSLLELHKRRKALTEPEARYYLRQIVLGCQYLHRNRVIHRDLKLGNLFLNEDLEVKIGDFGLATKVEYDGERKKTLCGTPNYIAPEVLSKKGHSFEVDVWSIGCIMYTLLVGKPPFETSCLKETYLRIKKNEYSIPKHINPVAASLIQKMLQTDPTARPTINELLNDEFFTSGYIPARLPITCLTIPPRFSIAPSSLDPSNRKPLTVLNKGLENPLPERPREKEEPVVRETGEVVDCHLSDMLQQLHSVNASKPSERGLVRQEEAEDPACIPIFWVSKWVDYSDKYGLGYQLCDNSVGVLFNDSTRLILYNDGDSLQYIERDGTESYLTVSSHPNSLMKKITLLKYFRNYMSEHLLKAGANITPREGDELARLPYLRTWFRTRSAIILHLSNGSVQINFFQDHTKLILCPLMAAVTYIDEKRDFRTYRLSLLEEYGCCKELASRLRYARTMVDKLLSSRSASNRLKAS
D3 antag = qHTS of D3 Dopamine Receptor Antagonist: qHTS. actives 2.5% (n = 360,000). max response, negative = inhibition, %. D(3) dopamine receptor (Homo sapiens), P35462. D3R cells, DiscoveRx beta-arrestin luminescence, antagonist mode; stronger effect = lower value. AID 652054, 2013; in the data active = max response below about -50%; inconclusive = no clear call, values can overlap the other calls; note: % is set by controls: 0 for no effect and ±100 for the full control effect; mostly tested at two doses, the higher about 12 µM
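Cells expressing the human receptor were seeded at 1500 cells/well, incubated overnight at 37 degrees C in 5% CO2, then exposed to library compounds with dopamine controls for 90 minutes at 37 degrees C before luminescent detection.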
Active calls of the source: *; ? = inconclusive; . = not tested or not shown; & = joins results of further samples; [ ] = dose if it differs, or a comment. Unless noted, calls come from the whole dose curve; as a rule, active = well fitted curve in the direction sought with a large enough effect; inconclusive = small, poorly fitted or top-dose-only effect, or another doubt; inactive = no such curve, though single readings can be large; an effect the other way counts as inactive or inconclusive.

cpd	Structure	HEK293 tox	WRN inhibitor	IL-2 act	PI5P4K alpha inh	GLP-1R inv ag	GLP1R ag	D3 ag	PLK1 PBD inh	D3 antag
1	CCOC1=C2[C@H](c3ccccc3)N(S(=O)(=O)c3ccc(C)cc3)C(C(C)(C)C)[C@H]2n2c(=O)n(-c3ccccc3)c(=O)n2C1 (stereo not given in full)	0%	-5%	0.3	0	1%	-5%	6	2%	0
2	Cc1cc(NC(=O)CSc2ccccn2)no1	-4%	-6%	0.1	0	16%	13%	3	?	10
3	Cn1c(=O)c2[nH]c(C3CCC3)nc2n(C)c1=O	24%	3%	-4.3	9	11%	1%	-4	-15%	4
4	CCOC(=O)N1CCC(Nc2c(NCCCN(CC)CC)c(=O)c2=O)CC1	2%	-3%	0.5	-1	3%	3%	3	-5%	-11
5	CCC(=O)N1CCc2cc(S(=O)(=O)NC(C(=O)NCc3ccccc3)C(C)C)ccc21 (stereo not given)	17%	-1%	-3.7	7	14%	-5%	-4	-7%	-77*
6	CCc1ccc(-c2csc(-c3c[nH]c4ccccc34)n2)cc1	-11%	-15%	-0.7	48	5%	-8%	1	-2%	1
7	O=C1C2C(C(=O)N1/N=C/c1ccc(N3CCCCC3)o1)C1C=CC2C12CC2 (stereo not given)	0%[1.53 µM]	-24%[57.1 µM]	-0.9	?	-6%	-7%	2	-4%	-12
8	Cc1ccc(/C=[N+](/[O-])C2SC(=S)N(C)C2(C)C)cc1 (stereo not given)	-17%	5%	-2.2	2	5%	-3%	1	3%	-10
9	O=C(Cn1cnc([N+](=O)[O-])n1)NCCO	2%	0%	-0.4	-2	-2%	0%	1	1%	-9
10	COc1ccc(C2c3[nH]c4ccccc4c3C[C@H]3C(=O)N(CCCO)CC(=O)N23)c(OC)c1 (stereo not given in full)	-12%	0%	-0.9	-1	-10%	-2%	-5	-7%	0
11	CCOC(=O)c1cccc(NC(=O)CCn2nc(C)c(S(=O)(=O)N3CCCCC3)c2C)c1	-2%&1%	-5%	-2.1	5	?	-1%	-5&-12	-14%	0
12	Cc1nc2ccc(S(=O)(=O)NCC(=O)N3CCCCC3)cc2s1	-11%	-2%	-0.2	0	-2%	2%	4	-8%	2
13	C=C(C)Cn1c(NCCOC)nc2c1c(=O)[nH]c(=O)n2C	16%	3%	0.6	-12	58%[activator]	-6%	5	?	12
14	COc1ccc(NC(=O)C(=O)N/N=C/c2cc(C)n(-c3cccc(Cl)c3Cl)c2C)c(OC)c1	6%	-8%	3.2	.	8%	0%	-5	0%	-18
15	NNc1nc2sc3c(c2c(=O)n1-c1ccccc1)CCCC3	-3%	2%	-0.1	-3	1%	20%	-7	-5%	-9
16	CC(=O)Nc1ccc2c(c1)nc(CCN1CCC(C)CC1)n2C	-26%	-3%	-2.9	.	0%	4%	-42	-4%	?
17	O=C1/C(=C\c2cccs2)Sc2ccc3ccccc3c21	1%	?	2.7	-2	1%	0%	-4	-7%	4
18	CCOc1ccc(NC(=S)NN2C(C)CCCC2C)cc1 (stereo not given)	-16%	5%	-1.9	10	?	-10%	6	-9%	13
19	Fc1cccc(-c2nnn3c2nc(Cl)c2ccccc23)c1	3%	7%	-3.7	3	-24%	5%	-4	-28%	0
20	CCc1nnc(NS(=O)(=O)c2ccc(NC(=S)NC(=O)/C=C/c3cccs3)cc2)s1	-1%	?	-1.0	-52*	10%	1%	2	?	-6
21	CN(Cc1cccnc1)C(=O)CC1C(=O)NCCN1Cc1ccc(-c2ccccc2)cc1 (stereo not given)	3%	7%	1.0	2	16%	16%	7	-14%	5
22	CCC/C=N/NC(=O)C1COc2ccccc2O1 (stereo not given)	-10%	-7%	-0.9	-6	-5%	5%	1	-4%	15
23	O=c1[nH]nc(-c2ccc(NCCO)c([N+](=O)[O-])c2)c2ccccc12	-16%	-16%	-0.4	2	168%[activator]	?	14	-3%	2
24	O=C(CN1CCN(S(=O)(=O)c2ccc(Cl)cc2)CC1)NCC1(N2CCOCC2)CCCCC1	4%	4%	1.2	-5	?	-2%	2	-9%	-26
25	COc1cccc(C(=O)N/N=C(\C)CC(=O)Nc2ccc(N(C)C)cc2)c1	?	-18%	-0.3	9	?	8%	-5	-9%	2
26	COc1ccc(CNCc2cc(C)c(OC)cc2C)c(OC)c1	-8%	0%	0.8	-4	?	-5%	-22	2%	-12
27	CCN(CC)S(=O)(=O)c1ccc(N2Cc3ccccc3C2=N)cc1	9%	-1%	0.8	5	0%	7%	3	-4%	24
28	COc1ccc2c(C)c(C(=O)O)oc2c1	1%	-7%	-2.4	-23	27%	-4%	-6	-13%	0
29	CC(C)Cn1nc(C(=O)OCC(=O)NCC(F)(F)F)c2ccccc2c1=O	5%	-3%	1.9	12	4%	6%	0	5%	22
30	Nc1ccccc1-c1nnn(CC(=O)Nc2ccc3c(c2)OCCO3)n1	-4%	-8%	-3.2	-1	-8%	0%	-4	-7%	-1
31	O=C(CSc1ccc(-c2ccccc2)nn1)N1CCCc2ccccc21	0%	-14%	-2.6	1	-24%	0%	2	-2%	17
32	CC(C)C(=O)Nc1cccc(C(=O)Nc2ccccc2C(=O)O)c1	2%	-16%	-1.2	-22	3%	-1%	1	-1%	-14
33	CCOC(=O)CSc1nnc(C2CCCCC2)n1C	0%	0%	-2.9	0	5%	-7%	-2	-14%	2
34	O=C(CN(Cc1ccc2c(c1)OCO2)C(=O)CNC(=O)c1ccco1)NC1CCCCC1	-14%	4%	-1.3	0	1%	-1%	-2	-4%	-3
35	COc1cccc(-n2nnnc2SCC(=O)Nc2ccccc2OC)c1	-12%	6%	-0.2	0	1%	10%	-5	-1%	7
36	COc1ccc(N(C(C)C(=O)Nc2ccc(S(=O)(=O)N3CCOCC3)cc2)S(C)(=O)=O)cc1 (stereo not given)	-10%	-2%	0.1	1	-12%	6%	-2	-7%	6
37	CSc1ccc(S(=O)(=O)Nc2ccc3c(c2)NC(=O)CC3)cc1	1%[7.66 µM]	-2%	-0.4	3	4%[7.66 µM]	4%	4	-11%	13
38	O=C(Nc1cccnc1)c1ccc(-c2cc(Cl)ccc2Cl)o1	1%	-6%[57.1 µM]	-1.2	-5	41%[activator]	23%	3	-5%	4
39	CC1(Cc2cccc(C(F)(F)F)c2)C(=O)Nc2ccc(-c3ccc(F)c(Cl)c3)cc21 (stereo not given)	-23%	-10%	-0.7	-3	?	-20%	10	-3%	0
40	COc1cccc2sc(NN)nc12	-4%	?	-0.1	-23	?	5%	-14	-16%	-22
41	Cc1ccc(CCNC(=O)c2ccc(CS(=O)(=O)Cc3ccc(F)cc3)o2)cc1	1%	-1%	0.9	-2	1%	-8%	-2	-6%	-1
42	C#CCOCCOCCOCCNc1nc(N2CCN(C(=O)[C@H](CCCN=C(N)N)n3cc(C(N)[C@@H](C)CC)nn3)CC2)nc(N2CCN(C(=O)[C@H](CC(N)=O)n3cc([C@@H](N)CC(N)=O)nn3)CC2)n1 (stereo not given in full)	?	-2%	0.0	-3	4%	5%	-9	-5%	-22
43	CC(C)(C)c1cc(OC(=O)c2ccncc2)ccc1O	-7%	9%	-0.2	-1	0%	-1%	0	-2%	10
44	CCOc1ccc(NC(C(=O)Nc2cccc(C(C)=O)c2)c2ccccc2)cc1 (stereo not given)	-27%	-5%	0.4	3	-18%	0%	-11	2%	-11
45	CC(=O)COC(=O)C1CCN(S(=O)(=O)c2cc([N+](=O)[O-])ccc2Cl)CC1	5%	0%[11.6 µM]	-2.0	-53*	8%	-1%	12	-24%	16
46	O=C(c1cccs1)N1C[C@@H](O)[C@H](n2cc(-c3ccc(F)cc3)nn2)C[C@@H]1c1ccc(Cl)cc1	-21%	-1%	-3.9	-1	?	1%	-15	-9%	?
47	CC(=O)c1cccc(NC(=O)c2cc(C)no2)c1	7%	-3%	-3.1	-2	6%	2%	-7	-6%	-23
48	COc1ccc(CCc2nnc(CCC(=O)N(C)Cc3ccnc4ccccc34)o2)cc1	-9%	2%	-4.2	-4	1%	20%	4	-3%	31
49	OCCC1CCCCN1CC(O)COCc1ccc(Cl)cc1 (stereo not given)	20%	1%	0.0	-8	-4%	7%	-13	-15%	-22
50	O=C1OCc2cc(NC(=O)C3CCCCC3)ccc21	0%	-2%	-1.1	-2	4%	1%	-2	-3%	12
51	CN(C(=O)c1ccc(NC(=O)Cc2cccc(NC(=O)C3CCN(C(=O)C4CCC4)CC3)c2)cc1)C1CCCC1	?	-4%	-0.2	-5	14%	5%	-30	-13%	-23
52	COc1ccc(CNC(=O)C2CCC(CNc3c(N4CCC(C)CC4)c(=O)c3=O)CC2)cc1 (stereo not given)	0%	0%	-1.9	-2	9%	-2%	3	3%	15

From no. 48 as far as 50, copied from above:
cpd	Structure	HEK293 tox	WRN inhibitor	IL-2 act	PI5P4K alpha inh	GLP-1R inv ag	GLP1R ag	D3 ag	PLK1 PBD inh	D3 antag
48	COc1ccc(CCc2nnc(CCC(=O)N(C)Cc3ccnc4ccccc34)o2)cc1	-9%	2%	-4.2	-4	1%	20%	4	-3%	31
49	OCCC1CCCCN1CC(O)COCc1ccc(Cl)cc1 (stereo not given)	20%	1%	0.0	-8	-4%	7%	-13	-15%	-22
50	O=C1OCc2cc(NC(=O)C3CCCCC3)ccc21	0%	-2%	-1.1	-2	4%	1%	-2	-3%	12

Screening results deposited in PubChem BioAssay by National Center for Advancing Translational Sciences (NCATS).
